Source: PubChem BioAssay
SUMO1 PPI mod: modulators of SUMO1 protein-protein interactions, primary screen, biochemical, uHTS. SUMO1 binding to a labelled peptide, TR-FRET, 1 h. inhibition, % at 20 µM. Small ubiquitin-related modifier 1 (Homo sapiens), P63165. hit rate 0.33% among 360,000. AID 602429, 2012; in the data active = inhibition above about 37%
Target sequence (P63165 whole entry, looked up): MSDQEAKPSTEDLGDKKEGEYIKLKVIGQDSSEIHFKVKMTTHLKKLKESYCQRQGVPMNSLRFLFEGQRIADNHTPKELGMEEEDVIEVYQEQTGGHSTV
NadD inh: inhibitors of S. aureus NadD, primary screen, biochemical, colorimetric, uHTS; purified NadD enzyme, colorimetric absorbance read-out; hit rate 0.78% among 360,000; inhibition, % at 20 µM; AID 602399, 2012; in the data active = inhibition above about 26%; note: some compounds past the cut are filed as inactive
PABP1 MLLE inh: inhibitors of PABP1 MLLE–PAM2 peptide binding, primary screen, biochemical, fluorescence polarization, FITC-PAM2, GST-MLLE. Polyadenylate-binding protein 1 (Homo sapiens), P11940. inhibition, % at 20 µM. hit rate 0.36% among 360,000; in the data active = inhibition above about 35%, passing the limit was not always enough;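 note: plate controls were DMSO wells with GST-MLLE for no effect and wells lacking GST-MLLE protein for full effect; some results filed as inactive read as strong as hits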
Target sequence (P11940 whole entry, looked up): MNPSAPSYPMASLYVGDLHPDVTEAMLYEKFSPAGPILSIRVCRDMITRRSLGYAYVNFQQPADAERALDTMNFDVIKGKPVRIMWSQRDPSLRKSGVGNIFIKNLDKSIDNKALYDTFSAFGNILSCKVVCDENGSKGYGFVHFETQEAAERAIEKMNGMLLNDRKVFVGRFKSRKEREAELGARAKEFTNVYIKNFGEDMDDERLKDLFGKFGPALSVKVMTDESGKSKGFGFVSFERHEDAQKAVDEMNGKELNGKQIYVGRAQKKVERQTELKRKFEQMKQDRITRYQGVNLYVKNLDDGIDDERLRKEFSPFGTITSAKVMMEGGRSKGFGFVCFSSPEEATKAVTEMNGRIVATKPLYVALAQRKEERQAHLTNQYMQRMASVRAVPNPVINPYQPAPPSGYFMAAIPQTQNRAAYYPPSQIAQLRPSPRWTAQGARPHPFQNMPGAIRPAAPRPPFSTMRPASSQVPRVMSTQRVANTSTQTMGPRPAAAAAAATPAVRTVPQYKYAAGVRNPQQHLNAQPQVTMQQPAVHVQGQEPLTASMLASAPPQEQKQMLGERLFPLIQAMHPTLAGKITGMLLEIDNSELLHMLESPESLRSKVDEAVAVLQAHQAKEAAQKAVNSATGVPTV
Tb MetRS inh: T. brucei MetRS inhibitors, primary screen, biochemical, luminescence. inhibition, % at 11.9 µM. purified T. brucei MetRS, ATP depletion, Kinase-Glo luminescence. AID 624268, 2012. methionyl-tRNA synthetase (Trypanosoma brucei brucei). hit rate 0.4% among 360,000;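 active = inhibition above a per-plate cutoff of the control wells' mean inhibition plus 3 SD, cut at about 5.5% in these data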;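 note: 0% = DMSO wells median and 100% = median of wells with control inhibitor compound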
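System: purified T. brucei MetRS enzyme / Detection: Kinase-Glo luciferase luminescence reporting remaining unconsumed ATP / Medium: HEPES buffer with MgCl2, KCl, DTT, spermine, BSA, pyrophosphatase / Replication: singlicate, one well per compound / Evaluation: percent inhibition relative to median high and low control wells / Schedule: 2 h aminoacylation at 25 °C after 15 min preincubation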
Rpn11 inh: Rpn11 (PSMD14) deubiquitinase inhibitors, primary screen, biochemical, fluorescence polarization, uHTS | hit rate 0.59% among 360,000 | human 26S proteasome, Ub4-pepOG fluorescence polarization; 20S core pre-blocked with epoxomicin | AID 588493, 2011 | 26S proteasome non-ATPase regulatory subunit 14 (Homo sapiens), O00487 | calls only at 20 µM;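 active = inhibition at 20 µM, scaled to each plate's controls, above about 33%, limit read from the data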
CSN inh: inhibitors of CSN-mediated cullin deneddylation, primary screen, biochemical, fluorescence polarization, uHTS. COP9 signalosome complex subunit 5 (Homo sapiens), Q92905. Purified CSN, SCF-Nedd8-OG deneddylation. inhibition, % at 12.5 µM. hit rate 0.38% among 360,000. AID 651999, 2013;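 active = pattern-corrected inhibition above about 35%, with an unprinted fluorescence ratio check between 0.5 and 1.5, limit read from the data, passing the limit was not always enough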;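 note: 0% = enzyme with substrate and 100% = substrate without enzyme; some results filed as inactive read as strong as hits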
Target sequence (Q92905 whole entry, looked up, one chain of several): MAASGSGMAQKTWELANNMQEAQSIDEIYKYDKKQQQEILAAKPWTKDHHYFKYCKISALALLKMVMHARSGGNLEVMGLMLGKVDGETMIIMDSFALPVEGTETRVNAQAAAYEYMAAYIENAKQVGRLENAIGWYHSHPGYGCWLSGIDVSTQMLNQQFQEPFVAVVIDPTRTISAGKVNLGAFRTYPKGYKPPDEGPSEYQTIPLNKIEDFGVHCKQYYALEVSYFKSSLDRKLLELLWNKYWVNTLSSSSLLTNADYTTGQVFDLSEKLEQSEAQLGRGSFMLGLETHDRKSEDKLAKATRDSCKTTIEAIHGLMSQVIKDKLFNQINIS
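Assay system: purified human Csn5 enzyme expressed in HEK293T cells; Input: 0.24 nM Csn5 enzyme, final concentration; Reagent: 10 nM SCFSkp2-Nedd8OG; Compound dosing: 12.5 µM single point; Times: reaction 90 min, room temperature; Technique: fluorescence polarization readout.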
DNMT1 block: human DNMT1 methyltransferase inhibitors, primary screen, biochemical, molecular beacon, fluorescence, HinP1I cleavage, uHTS | inhibition (reported as % activation of signal), % at 10 µM | hit rate 0.83% among 360,000 | DNA (cytosine-5)-methyltransferase 1 (Homo sapiens), P26358; in the data active = inhibition above about 50%
LMPTP inh: LMPTP phosphatase inhibitors, primary screen, biochemical, fluorescence intensity, uHTS. AID 651560, 2012. recombinant LMPTP-A, OMFP fluorogenic substrate. hit rate 0.22% among 360,000. Low molecular weight phosphotyrosine protein phosphatase (Homo sapiens), P24666. inhibition, % at 20 µM;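 active = compounds that cut the enzyme signal by at least half of the control window in the single-dose screen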;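 note: plate controls were DMSO wells with enzyme plus substrate for no effect and substrate without enzyme for full effect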
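Assay system: LMPTP-A, protein tyrosine phosphatase of low molecular weight / Medium: pH 6.0 Bis-Tris buffer with DTT and Triton X-100 / Schedule: 50 min enzyme reaction at room temperature, protected from light / Measured by: endpoint fluorescence intensity from OMFP dephosphorylation / Read-out basis: % inhibition relative to no-enzyme and uninhibited control wells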
STEP inh: STEP phosphatase inhibitors, primary screen, biochemical, fluorescence intensity, uHTS | AID 588621, 2011 | recombinant STEP, OMFP fluorogenic substrate | Tyrosine-protein phosphatase non-receptor type 5 (Homo sapiens), P54829 | hit rate 0.25% among 360,000 | inhibition, % at 20 µM;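 active = inhibition at 20 µM, scaled per plate between control wells, above about 37%, limit read from the data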;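 note: 0% = DMSO with enzyme and substrate and 100% = substrate only without enzyme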
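Measure: Control-normalized % inhibition with plate pattern correction | Test system: STEP phosphatase, cell-free reaction | Medium: pH 6.0 Bis-Tris with DTT and Tween 20 | Technique: Fluorescence, 480/540 nm | Times: Reaction 20 min, ambient temperature | Doses: Single compound dose of 20 µM, 1% DMSO final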
Scp-1 inhibitor: Scp-1 phosphatase inhibitors, primary screen, biochemical, colorimetric, uHTS; hit rate 0.88% among 340,000; Recombinant Scp1, phosphopeptide, malachite green phosphate absorbance; inhibition, % at 20 µM; Carboxy-terminal domain RNA polymerase II polypeptide A small phosphatase 1 (Homo …;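 active = inhibition above about 50% at 20 µM, limit read from the data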;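 note: plate controls were DMSO wells with enzyme for no effect and wells lacking enzyme for full effect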
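System: SCP-1 catalytic domain; Reagent: Phospho 17-mer peptide substrate; Doses: one concentration, 20 µM, with 1.0% DMSO; Incubation: 45 min room-temperature reaction, 5 min colour, 30 min stabiliser; Signal: Phosphate-binding colour reagent, absorbance read at 630 nm.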
* hit, by the source's call; i = inactive; nt = no result given; + = active, no number.

SMILES	SUMO1 PPI mod	NadD inh	PABP1 MLLE inh	Tb MetRS inh	Rpn11 inh	CSN inh	DNMT1 block	LMPTP inh	STEP inh	Scp-1 inhibitor
CN1CCN(S(=O)(=O)c2ccc(N3CCN(C(=O)c4ccccc4)CC3)nc2)CC1	0.6	-2.2	-1.5	-0.3	i	6.2	0.2	0.5	3.9	-3.4
CCCn1nc(Oc2nc(NCC)nc(NC(C)C)n2)ccc1=O	-2.7	12.0	-1.9	-0.1	i	-0.8	3.0	-1.0	-3.3	-10.4
Cc1onc(-c2ccccc2)c1C(=O)NC1CCCCC1C (stereo not drawn)	0.4	-2.0	-29.9	-0.2	i	1.4	2.9	-2.1	1.1	nt
COC(=O)c1ccc(COc2ccc(C(=O)c3ccccc3)cc2)o1	6.3	4.7	-8.8	0.0	i	-2.3	0.3	2.6	-0.2	-11.8
N#C/C(=C(/O)COC(=O)COc1cccc(Br)c1)c1nc2ccccc2[nH]1	1.6	11.9	-31.4	-0.1	+	1.6	-5.4	0.7	-0.1	-12.0
Cn1cc([N+](=O)[O-])c(C(=O)Nc2ccc(C3CCCCC3)cc2)n1	-21.0	-16.0	5.2	-0.5	i	0.3	1.6	1.8	-1.7	-9.4
O=C(NC1CCCC1)C1CCC(=O)N1CCc1ccccc1 (stereo not drawn)	4.9	-1.7	-1.8	-1.4	i	5.5	6.7	0.6	-2.2	2.9
CNC(=O)c1ccc(NC(=O)Cc2ccc(S(=O)(=O)N3CCOCC3)s2)cc1	-19.2	-3.1	-10.8	-0.4	i	-4.9	1.4	-1.8	-2.7	-0.8
CCCN1C2CCCC1CC(NC(=S)Nc1cccc(C)c1C)C2 (stereo not drawn)	-1.0	-2.6	17.4	-0.6	i	-4.5	-0.1	-1.4	0.6	-9.0
C=CCn1c(=O)c2ccccc2n2c(SCC(=O)Nc3sc(C(=O)N(CC)CC)c(C)c3C(=O)OCC)nnc12	3.0	4.2	-46.8	-0.1	i	2.0	-6.2	2.8	2.2	-9.2
COc1ccccc1N1CCN(S(=O)(=O)c2ccc3c(c2)NC(=O)C(C)C(=O)N3)CC1 (stereo not drawn)	2.4	1.3	-5.2	0.1	i	-0.8	0.7	0.2	3.4	-1.2
O=C(CCSCc1ccccc1Cl)NCc1cccs1	2.3	-0.2	24.1	-0.3	i	3.0	0.0	0.3	2.6	-1.0
COc1cc(NC(=O)Cn2nc(C(F)(F)F)c3c2CCCC3)cc(OC)c1OC	0.9	5.9	-9.0	-0.3	i	-3.5	-3.7	-2.9	2.1	-3.3
COc1ccc(NC(=O)Cn2c(=O)n(Cc3ccco3)c(=O)c3ccccc32)cc1	1.5	-2.0	0.8	0.4	i	-4.8	-3.6	-1.6	-3.9	-4.3
CC(C)(C)c1ccc(C(=O)N2CCN(c3nc4ccccc4o3)CC2)cc1	-0.1	-0.4	2.4	0.0	i	-0.1	-0.4	0.9	-2.3	-1.2
COc1ccc(NC(=O)CSc2nc3c(c(=O)n2-c2ccc(F)cc2)SCC3)cc1	-10.2	6.4	2.8	-0.1	i	0.7	1.1	-1.8	0.2	-6.0
Cc1ccccc1N=Cc1cc2c(cc1[N+](=O)[O-])OCO2	-12.3	8.8	15.1	0.4	i	3.4	-32.1	1.1	4.9	-4.4
Cc1cc(/C=N/NC(=O)C(=O)NCc2ccccn2)c(C)n1-c1cccc(Br)c1	-9.0	11.9	2.1	-1.4	i	-4.5	-3.3	-0.4	-0.8	-8.0
Cc1cnc(-c2nnc(N(C)C(=O)c3cccnc3)s2)cn1	-2.3	2.3	1.5	0.0	i	3.7	-2.7	0.4	-2.2	-1.8
COc1cc(Cl)c(CNC[C@H]2O[C@@H](n3ccc(=O)[nH]c3=O)[C@H](O)[C@@H]2O)c(Cl)c1O	0.3	-1.1	-2.4	0.3	i	-0.9	2.4	-2.5	-4.2	8.2
Cc1c(Cl)c([N+](=O)[O-])nn1CCCC(=O)Nc1cccc(Cl)c1	-18.1	-6.3	0.2	0.2	i	-5.3	-1.6	-1.0	-0.3	-7.1
C#CCOCCOCCOCCNc1nc(N2CCN(C(=O)[C@H]([C@@H](C)CC)n3cc([C@@H](N)CC(C)C)nn3)CC2)nc(N2CCN(C(=O)[C@H](CCCCN)n3cc([C@@H](N)CO)nn3)CC2)n1	-45.6	-11.9	13.2	-0.2	i	-0.8	-4.0	-7.1	-2.7	-3.6
O=C(NNC(=O)c1cccnc1SCc1cccc([N+](=O)[O-])c1)c1ccc(F)cc1	-11.9	-2.1	-1.6	0.6	i	-1.3	-0.4	-0.1	-1.8	-4.9
c1ccc(-n2c(Sc3cnccn3)nnc2-c2cccs2)cc1	1.9	-1.0	-61.9	-1.1	i	-4.7	6.0	0.0	-0.8	2.5
CCc1ccccc1NC(=O)c1cc(-c2ccco2)on1	0.3	-4.6	-13.3	-1.1	i	4.9	-12.2	0.0	-1.9	-4.9
SMILES	SUMO1 PPI mod	NadD inh	PABP1 MLLE inh	Tb MetRS inh	Rpn11 inh	CSN inh	DNMT1 block	LMPTP inh	STEP inh	Scp-1 inhibitor
CCOC(=O)CSc1nnc(CSc2nc3ccccc3s2)n1C	11.5	-4.3	-11.2	-1.3	i	-1.6	5.4	0.3	3.0	-1.1
COc1cc(NC(=O)CSc2cc(C)c3cc(C)cc(C)c3n2)c(C(=O)O)cc1OC	5.1	4.4	6.0	0.2	i	-3.0	-0.5	0.4	3.9	9.1
COc1ccc(C2C(C(=O)NCCN(C)C)c3cc(OC)c(OC)cc3C(=O)N2C)cc1OC (stereo not drawn)	-3.1	-5.2	-8.1	0.2	i	-5.1	5.0	-1.0	-2.5	5.2
COc1ccc(N2C(=NC(=O)c3ccccc3)SC3CS(=O)(=O)CC32)cc1 (stereo not drawn)	-2.6	-5.9	-2.2	-0.9	i	6.8	-0.3	-0.4	0.2	5.9
COC(=O)C1=CN(C)C=C(C(=O)OC)C1c1ccc(Cl)cc1Cl	4.9	-0.9	-7.3	0.0	i	-2.6	6.4	-0.7	5.2	-6.0
COc1ccc(N2C(=O)CSC2c2cccc(OC)c2OC)cc1 (stereo not drawn)	0.3	7.6	-1.4	-1.3	i	-2.2	2.6	-0.1	-2.1	-10.7
CC1=C(C(=O)N(C)C)C(c2cccc(Cl)c2)NC(=O)N1 (stereo not drawn)	4.8	6.1	9.5	-0.2	i	-8.0	0.6	0.6	-3.9	-6.9
CCc1cc(CC)c(/C=N/NC(N)=O)c(CC)c1/C=N/NC(N)=O	-1.7	-1.7	1.4	-0.3	i	5.5	1.2	0.5	0.5	-9.3
CCOC(=O)c1c(N)n[nH]c1-c1ccc(OC)cc1	0.3	-2.2	2.2	0.5	i	0.8	0.4	-1.0	0.4	-6.1
O=C(NC1CCC(O)CC1)c1cc(-c2ccc(Cl)cc2)nc2ccccc12 (stereo not drawn)	-12.9	4.1	17.9	0.0	i	5.7	-0.7	1.9	-1.2	-7.3
CCOc1ccc(CCN2C(=O)C(=O)N([C@@H](Cc3ccc(O)cc3)CN3CCC[C@H]3CN3C(=O)C(=O)NC[C@@H]3CC(C)C)C[C@@H]2Cc2ccccc2)cc1	3.1	9.5	nt	-1.5	nt	-4.0	nt	-0.9	nt	nt
COC(=O)C1N[C@@H]([C@@H](NC(=O)COc2ccccc2)C(=O)NCc2ccccc2)SC1(C)C (stereo partly drawn)	6.6	-0.6	-5.3	-0.3	i	-1.8	-3.2	2.1	-0.1	-5.6
O[C@H]1CN(Cc2cccs2)[C@@H](c2ccccc2)C[C@@H]1n1cc(C2CC2)nn1	-1.1	0.4	10.9	-0.8	i	1.9	2.3	-1.7	-0.6	nt
CC(/C=C/c1ccco1)=N/NC(=O)C1COc2ccccc2O1 (stereo not drawn)	-6.2	10.1	8.1	-0.2	i	3.0	-6.4	-0.4	1.4	-14.9
CCOC(=O)Nc1ccc(Cc2ccncc2)cc1	1.6	-2.9	-7.5	1.0	i	-7.8	1.9	-1.1	-2.5	-5.2
O=C1CSc2ccc(C(=O)N3CCN(c4ccccn4)CC3)cc2N1	2.3	-0.6	-2.6	-0.8	i	2.6	-0.2	-1.9	-1.3	-8.4
CCN1CCN(c2ccc([N+](=O)[O-])cc2S(=O)(=O)N2CCOCC2)CC1	-22.4	3.1	0.7	0.5	i	-2.6	1.3	1.9	14.0	-4.2
CCOc1ccc(-c2c(C(=O)N/N=C/c3ccsc3)nnn2-c2nonc2N)cc1	0.7	-2.5	-0.3	-0.2	i	1.1	19.3	0.7	2.3	-0.3
Cc1ccc(/C=N\Nc2cn[nH]c(=O)c2Cl)cc1	-18.6	1.7	-2.8	-0.6	i	-0.4	-4.2	-0.9	-0.5	-7.8
CC(=O)NNC(=S)NCCc1ccccc1	0.5	3.4	-46.3	-0.3	i	-3.0	-0.9	-1.3	-1.8	-5.2
CCN1C[C@@H]2[C@@H]3C(=O)N(C)C(=O)[C@@H]3[C@](Cc3ccccc3)(C1=O)N2C(=O)c1ccc(Cl)cc1	-2.9	-4.4	10.9	-0.2	i	-3.7	0.5	-1.6	1.3	-0.2

Ordered by value in DNMT1 block (rising): 3 from the list above.
Structure	SUMO1 PPI mod	NadD inh	PABP1 MLLE inh	Tb MetRS inh	Rpn11 inh	CSN inh	DNMT1 block	LMPTP inh	Scp-1 inhibitor
CC(=O)NNC(=S)NCCc1ccccc1	0.5	3.4	-46.3	-0.3	i	-3.0	-0.9	-1.3	-5.2
O=C1CSc2ccc(C(=O)N3CCN(c4ccccn4)CC3)cc2N1	2.3	-0.6	-2.6	-0.8	i	2.6	-0.2	-1.9	-8.4
CCN1CCN(c2ccc([N+](=O)[O-])cc2S(=O)(=O)N2CCOCC2)CC1	-22.4	3.1	0.7	0.5	i	-2.6	1.3	1.9	-4.2
